Source: PubChem (The Scripps Research Institute Molecular Screening Center)
PAFAH2 inh = inhibitors of human PAFAH2 | Q99487 | inhibition, % at 3.39 µM | recombinant PAFAH2, FP-rhodamine activity probe, fluorescence polarization | 340,000 compounds, 0.99% hits;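 active = inhibition above the mean over all tested compounds plus 3 SD, cut at about 30% in these data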;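 note: inhibitors block probe labeling of enzyme so polarization drops; 0% = enzyme with DMSO and 100% = wells lacking PAFAH2 protein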
LYPLA2 counter = counter-screen for PME1 inhibitors: inhibitors of human LYPLA2 | O95372 | recombinant LYPLA2, FP-Rh probe fluorescence polarization | inhibition, % at 5.9 µM | 320,000 compounds, 0.38% hits;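 active = inhibition above the screen-wide mean plus 3 SD, limit set per campaign, cut at about 26% in these data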;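 note: 0% = LYPLA2 with DMSO and 100% = wells lacking LYPLA2 enzyme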
EBNA-1 inh = blocks EBNA-1 binding to DNA. EBNA-1 DNA binding, fluorescence polarization. 300,000 compounds, 0.34% hits. inhibition, % at 14.8 µM; in the data active = inhibition above about 28%
PREPL inhibitor = human PREPL enzyme inhibition. Q4J6C6. recombinant PREPL, fluorescence polarization activity-based probe. inhibition, % at 5.96 µM. 320,000 compounds, 0.68% hits. AID 2751; in the data active = inhibition above about 43%;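 note: 0% = enzyme with DMSO and 100% = wells lacking enzyme; many of its hits are not listed in these tables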
Target sequence (Q4J6C6 whole entry, looked up): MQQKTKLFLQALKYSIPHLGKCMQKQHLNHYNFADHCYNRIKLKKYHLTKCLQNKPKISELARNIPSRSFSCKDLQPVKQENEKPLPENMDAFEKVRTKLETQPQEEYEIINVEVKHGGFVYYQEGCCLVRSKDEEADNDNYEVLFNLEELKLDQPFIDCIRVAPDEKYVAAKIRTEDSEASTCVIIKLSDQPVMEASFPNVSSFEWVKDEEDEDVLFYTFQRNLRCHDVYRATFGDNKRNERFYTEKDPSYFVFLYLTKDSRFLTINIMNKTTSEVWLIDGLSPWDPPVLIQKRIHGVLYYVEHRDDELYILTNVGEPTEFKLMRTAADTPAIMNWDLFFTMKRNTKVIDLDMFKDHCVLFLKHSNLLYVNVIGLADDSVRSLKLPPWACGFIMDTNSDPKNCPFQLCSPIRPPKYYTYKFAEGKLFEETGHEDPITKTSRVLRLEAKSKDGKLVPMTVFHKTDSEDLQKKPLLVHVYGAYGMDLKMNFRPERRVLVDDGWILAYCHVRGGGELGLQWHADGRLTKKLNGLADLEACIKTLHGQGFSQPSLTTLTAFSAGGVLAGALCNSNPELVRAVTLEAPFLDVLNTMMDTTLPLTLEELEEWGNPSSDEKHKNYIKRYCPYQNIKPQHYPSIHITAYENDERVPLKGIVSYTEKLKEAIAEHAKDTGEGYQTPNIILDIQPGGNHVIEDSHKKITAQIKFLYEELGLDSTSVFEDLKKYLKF
pPAFAH inh = inhibitors of human plasma PAF acetylhydrolase (pPAFAH); recombinant pPAFAH, FP-rhodamine probe fluorescence polarization; inhibition, % at 3.39 µM; Q13093; AID 463082; 330,000 compounds, 1.5% hits;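 active = inhibition above the mean inhibition across the screen plus 3 SD, cut at about 25% in these data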;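 note: inhibitors block binding of the rhodamine activity-based probe so polarization drops; 0% = enzyme with DMSO and 100% = wells lacking pPAFAH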
ZTA DNA inh = blocks Epstein-Barr virus ZTA, an EBNA-1 counter-screen; P03206; ZTA-DNA binding, fluorescence polarization; inhibition, % at 11 µM; 320,000 compounds, 0.15% hits; in the data active = inhibition above about 33%
PAFAH1B2 inh = inhibitors of human PAFAH1B2. P68402. recombinant PAFAH1B2, FP-rhodamine activity probe, fluorescence polarization. inhibition, % at 3.39 µM. 340,000 compounds, 1.2% hits. AID 492953;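 active = inhibition above the mean of all tested compounds plus 3 SD, cut at about 24% in these data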;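 note: 0% = enzyme with DMSO and 100% = wells lacking PAFAH1B2; many of its hits are not listed in these tables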
LYPLA1 counter = blocks human lysophospholipase 1, a PME1 counter-screen; recombinant LYPLA1, FP-Rh probe fluorescence polarization; inhibition, % at 5.9 µM; 320,000 compounds, 0.16% hits; AID 2174;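 active = inhibition above the mean of all tested compounds plus 3 SD, set per campaign, cut at about 14% in these data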;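 note: inhibitors block serine hydrolase probe labeling of LYPLA1 so polarization falls; 0% = enzyme with DMSO and 100% = wells lacking LYPLA1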
PAFAH1B3 inh = PAFAH1B3 (human) inhibition; Q15102; recombinant PAFAH1B3, FP-rhodamine probe, fluorescence polarization; inhibition, % at 3.39 µM; 340,000 compounds, 0.28% hits;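 active = inhibition above the screen-wide average of all tested compounds plus 3 SD, cut at about 25% in these data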;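 note: 0% = enzyme with DMSO only and 100% = wells lacking PAFAH1B3 protein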
Target sequence (Q15102 whole entry, looked up): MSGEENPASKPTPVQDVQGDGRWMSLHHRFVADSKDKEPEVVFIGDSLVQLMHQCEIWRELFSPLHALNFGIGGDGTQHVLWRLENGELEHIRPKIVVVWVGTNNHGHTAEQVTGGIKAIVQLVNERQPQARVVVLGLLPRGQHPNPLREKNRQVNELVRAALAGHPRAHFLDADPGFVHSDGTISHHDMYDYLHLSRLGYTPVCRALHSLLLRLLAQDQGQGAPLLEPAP
An asterisk follows results filed as active; / = not tested or not shown.

SMILES | PAFAH2 inh | LYPLA2 counter | EBNA-1 inh | PREPL inhibitor | pPAFAH inh | ZTA DNA inh | PAFAH1B2 inh | LYPLA1 counter | PAFAH1B3 inh
COc1ccc(N2CCN(C(=O)COc3ccc4c(C)c(C)c(=O)oc4c3C)CC2)cc1 | -2 | -1 | 2 | -3 | 3 | 26 | 1 | 1 | -1
CC1CC(C)CN(C(=O)COC(=O)CNS(=O)(=O)/C=C/c2ccccc2)C1 (configuration not stated) | -10 | 3 | 11 | -3 | 9 | 6 | -2 | 1 | 10
CC(O)CNc1nc2c(c(=O)n(Cc3cccc(Cl)c3)c(=O)n2C)n1C (configuration not stated) | 1 | -2 | -2 | 8 | 1 | 3 | 2 | 1 | 7
COc1ccc(CNC(=O)CSc2nnc(NC(=O)C3CC3)s2)cc1 | -1 | 3 | 0 | 4 | 5 | -10 | 7 | 3 | 8
CNC(=O)N(C1=NCCCCC1)c1ccc(Br)cc1 | -1 | -5 | -8 | 0 | 0 | 0 | 6 | 0 | 11
CCCCn1c(C)cc(/C=C(\C#N)C(=O)O)c1C | -3 | 0 | -12 | 3 | 3 | -3 | 3 | 1 | 0
COC(=O)Cn1c(=N)n(CCN2CCCCC2)c2ccccc21 | 4 | -5 | 6 | 26 | 9 | 4 | 4 | 2 | 1
CCOC(=O)/C(=N\Nc1cc(Cl)ccc1Cl)N1CCN(C)CC1 | -6 | 9 | 0 | 16 | 7 | -6 | 5 | 4 | 8
Clc1ccccc1-c1ncnc2ccc(Br)cc12 | / | 8 | 0 | 3 | 0 | -23 | / | 4 | /
Nc1nc(SCc2ccc(Cl)cc2Cl)ns1 | 2 | 3 | 2 | -12 | 5 | 3 | 8 | -2 | 6
Cn1cccc1C1CCCN1CC(=O)Nc1ccc(F)c(F)c1F (configuration not stated) | -9 | / | / | 0 | 1 | / | 5 | / | 0
CCc1ccc(Nc2cc(C)nc3nc(C)nn23)cc1 | -1 | -7 | 5 | 2 | 3 | 1 | -7 | -2 | 7
COc1ccccc1NS(=O)(=O)c1ccc(C)c(NC(=O)c2c(C)noc2C)c1 | -1 | 2 | / | -1 | 1 | 3 | 3 | 0 | 7
CCOC(=O)C1CCCCN1C(=O)/C(=C/c1ccc(OC)cc1)c1ccc(OC)c(OC)c1 (configuration not stated) | 5 | / | / | 3 | 2 | / | 3 | / | 13
COc1ccc(N(C)S(=O)(=O)c2cccc(C(=O)Nc3cc(OC)ccc3OC)c2)cc1 | 4 | 2 | 1 | 14 | 2 | -14 | 3 | -1 | 1
COc1ccc(CNC(=O)Cc2ccc(OC)c(S(=O)(=O)N3CCOCC3)c2)cc1 | 0 | 3 | 10 | 3 | 4 | 5 | -1 | 2 | 1
CC1CC(=O)C2=C(C1)Nc1ccccc1N=C2 (configuration not stated) | 13 | 3 | -7 | 1 | -11 | 10 | 9 | -1 | 9
CC(C)On1c(SCC(=O)N(C)C)nc2ccccc2c1=O | / | -1 | 0 | 5 | -6 | -6 | / | -2 | /
Cn1nnc(NC(=S)NC(=O)c2ccccc2)n1 | -6 | 0 | -9 | -5 | 6 | -13 | -3 | -1 | 5
COc1ccc(C(=O)C2CCCN(C(=O)c3cc4nc(C)cc(C)n4n3)C2)cc1F (configuration not stated) | -3 | 3 | -1 | -1 | 3 | -11 | 0 | 1 | 8
CC(C)c1ccc(OCC(=O)Nc2cccc3c2CCCC3)cc1 | 4 | 1 | 8 | 5 | 1 | 0 | 2 | 4 | 2
CCOC(=O)C1C(=O)OC(C)(C)C1C(C)C(=O)c1ccc(C)cc1 (configuration not stated) | 1 | 8 | 3 | -1 | 1 | -3 | 3 | 1 | 1
O=C(Nc1cccc2ccccc12)NC1Cc2ccccc2C1 | / | -1 | 8 | 7 | 0 | 5 | / | -2 | /
COc1cc(C2C3C(C)N(C)C(=O)N(C)C3N(C)C(=O)N2C)ccc1O (configuration not stated) | 4 | -12 | -12 | 4 | -7 | 4 | 6 | -4 | 1
CCOC(=O)N1CCN(C(=O)c2ccc(CS(=O)(=O)c3c(Cl)cccc3Cl)o2)CC1 | 0 | 6 | 10 | 10 | 0 | -2 | 4 | 3 | -2
Carrying on.
SMILES | PAFAH2 inh | LYPLA2 counter | EBNA-1 inh | PREPL inhibitor | pPAFAH inh | ZTA DNA inh | PAFAH1B2 inh | LYPLA1 counter | PAFAH1B3 inh
CCOc1ccc(-c2nc(CSCC(=O)NC3CC3)c(C)o2)cc1 | -2 | -7 | 10 | -1 | 4 | 5 | -4 | 0 | 0
O=C(Cn1nc2n(c1=O)-c1ccccc1SC2)N/N=C/c1ccncc1 | 1 | -4 | -6 | -7 | -3 | -10 | 2 | -2 | 10
COc1ccc(/C=C(/NC(=O)c2ccccc2Cl)C(=O)O)cc1 | 3 | -4 | -5 | 6 | -2 | 12 | 4 | -2 | 7
O=C(NCCc1c[nH]c2ccccc12)/C(=C\c1cccnc1)NC(=O)c1ccccc1Br | 5 | 7 | 2 | 9 | 4 | -13 | 0 | 1 | -1
O=C(COc1ncnc2ccc(Br)cc12)Nc1ccc(N2CCOCC2)cc1 | 0 | 0 | -6 | 22 | 5 | 5 | 1 | -4 | 10
CCOc1ccc2nc(NC(=O)C3CCN(S(=O)(=O)c4cnc[nH]4)CC3)sc2c1 | -8 | -1 | -3 | 0 | 3 | -4 | 0 | -2 | 2
Cc1ccc(CS(=O)Cc2ccc(C(=O)NC3CCCCC3)o2)cc1 (configuration not stated) | -1 | -7 | -24 | 22 | -6 | -3 | 1 | -2 | 1
O=C(COc1ccccc1[N+](=O)[O-])N1CCC(Cc2ccccc2)CC1 | 3 | -1 | -2 | -4 | 6 | -2 | 12 | -2 | -4
COc1cc2oc(=O)cc(-c3ccc(-c4ccc(O)cc4)cc3)c2c(OC)c1OC | 3 | / | / | / | -2 | / | 3 | / | 0
CC1(C)C[C@H](O)[C@]2(CO)[C@H](O)C[C@]3(C)C(=CCC4[C@@]5(C)CC[C@H](O)C(C)(C)C5CC[C@]43C)[C@@H]2C1 (some centres not stated) | -2 | / | / | 3 | 9 | / | 4 | / | 0
CC(Oc1ccc(Br)cc1)C(=O)N(C)CC(=O)Nc1ccc(N2CCOCC2)cc1 (configuration not stated) | -3 | 2 | -5 | 5 | 8 | -5 | 2 | 0 | -2
COc1ccc(CNC(=O)Cn2ccc3cc(S(=O)(=O)N4CCCC4)ccc32)cc1OC | 4 | 13 | 6 | 11 | 0 | 6 | 5 | 24* | 8
COc1cccc2cc(C(=O)N3CCC(C)CC3)c(=O)oc12 | -2 | -1 | 7 | -3 | 4 | 0 | 11 | 2 | 16
CC1Cc2cc(S(=O)(=O)N3CCC(C(=O)NCc4ccco4)CC3)ccc2N1C(=O)C1CCC1 (configuration not stated) | -3 | 0 | 2 | 1 | 4 | 16 | -2 | 11 | 2
O=C1CCc2cc(S(=O)(=O)Nc3ccc(F)cc3)cc3c2N1CC3 | 3 | 4 | -7 | -10 | 18 | -18 | 0 | 0 | 2
CCOc1ccccc1NC(=O)/C(C#N)=C/c1c(C)nn(-c2ccccc2)c1Cl | -13 | -1 | -3 | 16 | 3 | 6 | -3 | 2 | 2
COC(=O)C1CCN(c2ccc([N+](=O)[O-])cc2)CC1 | 7 | 2 | -4 | -4 | 5 | 2 | 4 | -3 | 9
CCOC(=O)N1CCN(C(=S)NC(=O)/C=C/c2ccc(C)cc2)CC1 | -4 | 3 | -6 | 0 | 6 | -4 | -2 | 0 | 2
CC(C)(C)OC(=O)C[C@H]1C/C=C\C[C@H](CC(=O)N[C@H](CO)Cc2ccccc2)C(=O)N[C@H](C(C)(C)C)COC1=O | -11 | / | / | 23 | -2 | / | 2 | / | 0
Cc1ccc(NS(=O)(=O)c2cc(-c3cc(C)no3)ccc2C(C)C)nc1 | 10 | -3 | -4 | 11 | 9 | 21 | 3 | 0 | 2
CC(=O)c1ccc2noc(-c3cccc(F)c3)c2c1 | -4 | -7 | -3 | 8 | -2 | -7 | 1 | -3 | 5
CC(C)CN1CCN(Cc2cccn2-c2ccccn2)CC1CCO (configuration not stated) | -1 | -5 | 7 | 0 | 0 | 2 | 1 | -2 | 1
C[C@H]1CCC[C@@]2(O[C@@H](CCO)C[C@H](O)[C@H]2O)O1 | 5 | -2 | 10 | 2 | 1 | 3 | 0 | 0 | 7
CC(C)(C)c1[nH]nc2c1C(c1ccccc1OC(=O)N1CCOCC1)C(C#N)=C(N)O2 (configuration not stated) | 3 | 4 | 3 | 12 | 3 | -3 | 14 | 1 | 7
Cc1nc(Oc2ccccc2)c2ccsc2n1 | 1 | 2 | 0 | 4 | 5 | -8 | 1 | 1 | 5

Already shown: an excerpt of the list.
SMILES | PAFAH2 inh | LYPLA2 counter | EBNA-1 inh | PREPL inhibitor | pPAFAH inh | ZTA DNA inh | PAFAH1B2 inh | LYPLA1 counter | PAFAH1B3 inh
CCOc1ccc(-c2nc(CSCC(=O)NC3CC3)c(C)o2)cc1 | -2 | -7 | 10 | -1 | 4 | 5 | -4 | 0 | 0
O=C(Cn1nc2n(c1=O)-c1ccccc1SC2)N/N=C/c1ccncc1 | 1 | -4 | -6 | -7 | -3 | -10 | 2 | -2 | 10
COc1ccc(/C=C(/NC(=O)c2ccccc2Cl)C(=O)O)cc1 | 3 | -4 | -5 | 6 | -2 | 12 | 4 | -2 | 7
O=C(NCCc1c[nH]c2ccccc12)/C(=C\c1cccnc1)NC(=O)c1ccccc1Br | 5 | 7 | 2 | 9 | 4 | -13 | 0 | 1 | -1
O=C(COc1ncnc2ccc(Br)cc12)Nc1ccc(N2CCOCC2)cc1 | 0 | 0 | -6 | 22 | 5 | 5 | 1 | -4 | 10
CCOc1ccc2nc(NC(=O)C3CCN(S(=O)(=O)c4cnc[nH]4)CC3)sc2c1 | -8 | -1 | -3 | 0 | 3 | -4 | 0 | -2 | 2
Cc1ccc(CS(=O)Cc2ccc(C(=O)NC3CCCCC3)o2)cc1 (configuration not stated) | -1 | -7 | -24 | 22 | -6 | -3 | 1 | -2 | 1
O=C(COc1ccccc1[N+](=O)[O-])N1CCC(Cc2ccccc2)CC1 | 3 | -1 | -2 | -4 | 6 | -2 | 12 | -2 | -4

Other results
SMILES | PAFAH2 inh | LYPLA2 counter | EBNA-1 inh | PREPL inhibitor | pPAFAH inh | ZTA DNA inh | PAFAH1B2 inh | LYPLA1 counter | PAFAH1B3 inh
Cc1nc2c(C(=O)NCc3ccc4c(c3)OCO4)c[nH]n2c(=O)c1Cl | 7 | 2 | -14 | -2 | 21 | 5 | 4 | -1 | 13
O=C(O)CCc1ccc(-c2ccc(Cl)cc2)n1CC(=O)O | 2 | 1 | 0 | -5 | 9 | -2 | 4 | 1 | -1
COC(=O)c1ccc2c(c1)C(=O)/C(=C/c1ccc(C)cc1)O2 | 5 | 0 | 1 | 8 | 4 | 5 | 6 | -4 | 4
O=S(=O)(c1ccc(NC(=S)Nc2ccccc2)cc1)N1CCOCC1 | -7 | 3 | 10 | -5 | -3 | -1 | -4 | -1 | -2
Cn1c(=O)c(=O)n(C)c2cc(S(=O)(=O)CCC(=O)Nc3ccc(F)cc3)ccc21 | -2 | 3 | 3 | 12 | 5 | 4 | 4 | 1 | 2
COc1ccc(/C(C)=N/OCC(=O)Nc2nc3ccccc3s2)cc1OC | -10 | 4 | 0 | -14 | 1 | -14 | -2 | -3 | -4

An excerpt. The share of hits here may be higher or lower than overall.
